# SIRT5 inh = blocks human SIRT5 desuccinylation of peptide | inhibition, % at 15 µM | 1.1% of 330,000 active | Purified SirT5, succinyl-peptide AMC, trypsin-coupled fluorescence | AID 652115; in the data active means inhibition above about 15%; inconclusive means no clear call, values can overlap the other calls
# Target sequence (Q9NXA8 whole entry, looked up): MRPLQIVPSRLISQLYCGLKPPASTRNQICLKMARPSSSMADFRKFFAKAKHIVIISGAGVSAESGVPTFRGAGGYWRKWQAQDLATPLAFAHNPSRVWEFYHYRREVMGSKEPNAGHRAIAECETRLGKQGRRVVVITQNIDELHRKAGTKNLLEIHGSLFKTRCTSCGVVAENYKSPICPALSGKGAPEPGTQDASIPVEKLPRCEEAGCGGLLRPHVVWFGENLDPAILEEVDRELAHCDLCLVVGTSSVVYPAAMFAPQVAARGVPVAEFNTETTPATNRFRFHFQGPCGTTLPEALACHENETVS
# ARNT-TACC3 inh = disruptors of human ARNT/TACC3 interaction; Q9Y6A5; inhibition, % at 9.99 µM; AlphaScreen His-ARNT PAS-B/GST-TACC3 binding, luminescence; TACC3 fragment carries E629A point mutation; 0.66% of 390,000 active;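 active means mean inhibition of replicates at least 50% and at least half of replicates each reaching 50%; inconclusive means half or more replicates reach 50% but mean below 50%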;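 further: 0% = complete ARNT plus TACC3 wells and 100% = ARNT alone without TACC3; many hits fall short of the cut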
# esBAF inh = inhibitors of esBAF chromatin remodeling in mouse ES cells. reporter increase, % at 12.5 µM. 2% of 350,000 active. Bmi1-luciferase knock-in reporter, 24 h; 100% = twice the neutral-well signal; in the data active means activation above about 40%; inconclusive means no clear call, values can overlap the other calls;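 further: 0% = median of the plate's neutral control wells and 100% = double that signal; a rise in the Bmi1 reporter signal indicates esBAF inhibition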
# ERp5 inh = inhibitors of human ERp5; ERp5 insulin aggregation, absorbance 650 nm, 90 min; inhibition, % at 9.99 µM; 0.05% of 350,000 active;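 active means mean replicate inhibition above about 25%, with every replicate also reaching it, limit read from the data, passing the limit was not always enough; inconclusive means only one of those two criteria met; inactive means neither criterion met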
# Target sequence (Q15084 whole entry, looked up): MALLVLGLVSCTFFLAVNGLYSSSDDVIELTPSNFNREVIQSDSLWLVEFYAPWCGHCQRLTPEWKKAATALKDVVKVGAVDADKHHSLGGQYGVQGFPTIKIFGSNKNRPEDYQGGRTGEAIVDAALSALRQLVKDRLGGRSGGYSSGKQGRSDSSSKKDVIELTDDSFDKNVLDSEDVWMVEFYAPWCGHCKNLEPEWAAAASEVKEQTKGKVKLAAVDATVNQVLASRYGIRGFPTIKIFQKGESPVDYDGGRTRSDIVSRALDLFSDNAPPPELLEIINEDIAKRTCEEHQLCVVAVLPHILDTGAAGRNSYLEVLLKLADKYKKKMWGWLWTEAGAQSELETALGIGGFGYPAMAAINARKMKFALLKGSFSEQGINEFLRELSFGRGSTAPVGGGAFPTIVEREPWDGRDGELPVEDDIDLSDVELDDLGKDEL
# Cneo AK release = causes C. neoformans cell lysis. adenylate kinase release luminescence, 4 h; normalised: neutral wells 0, clomiphene wells 100. 0.2% of 360,000 active. AID 651654. lysis activity, % at 15 µM;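 active means mean lysis activity across replicates of at least 80%, whatever share of replicates individually reach that level; inactive means mean lysis activity below 80%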
#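 Assay system: C. neoformans cells. Amount: yeast cell density of 5 × 10^6 cells/mL. Technique: AK luminescence. Buffer or medium: YPD. Times: static 4 h at 37 °C with compound, 1 h detection. Dosing: single-point compound dose. Read-out: lysis from increased AK signal.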
# C2C12 statin = suppression of simvastatin myotoxicity | C2C12 myotubes + simvastatin, ATP luminescence, 48 h; scaled: DMSO 0, geranylgeraniol control 100 | rescue of ATP level, % at 7.49 µM | 0.78% of 330,000 active | AID 602340;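 active means mean ATP rescue above about 67%, or every replicate alone reaching that limit, limit read from the data, passing the limit was not always enough; inconclusive means no clear call, values can overlap the other calls; inactive means mean under the limit and some replicate under it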;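 further: myotubes were challenged with 10 µM simvastatin during compound exposure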
# miR122 inh = blocks miR-122 activity in Huh7 sensor cells. activation (reporter increase), % at 12.5 µM. 0.3% of 340,000 active. Huh7 miR-122 Renilla luciferase sensor, 48 h; neutral wells = 0, positive control = 100. AID 602342;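 active means mean replicate activation score at least 90 and every replicate individually at or above 90; inconclusive means only one of the two criteria met; inactive means neither criterion met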;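 further: higher luciferase means less miR-122 activity so hits act as miR-122 inhibitors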
# An asterisk follows results filed as active; ? = inconclusive; . = not tested or not shown; & = joins results of further samples; [ ] = remark or other dose. This is a random part of the collection, and some 4% of all compounds hit somewhere here.
SMILES,SIRT5 inh,ARNT-TACC3 inh,esBAF inh,ERp5 inh,Cneo AK release,C2C12 statin,miR122 inh
COc1ccc(C(=O)NNS(=O)(=O)c2ccccc2)cc1OC,0,0,-2,4,5,7,-3
O=C(CSc1nnc(-c2cccnc2)n1Cc1ccco1)N1CCc2ccccc21,.,.,11,.,0,9,0
CC[C@@H]1C/C=C\Cc2ccccc2[C@@H](C(=O)C[C@H](O)CC(C)=O)OC1=O,-4,2,-7,3,0,4,-1
CC(C)NC(=O)C1CCN(C(=O)c2cc3sccc3n2Cc2ccc(F)cc2)CC1,.,-3,5,.,0,-1,0
O=C1NN(c2ccccc2)C(=O)C1=Cc1ccccc1O,.,.,0,4,0,2,0
CC1CCN(CC(=O)Nc2ccc(N3CCCCCC3)cc2)CC1,1,27,.,-6,.,.,.
CN(C[C@H]1[C@@H](c2ccccc2)[C@H](CO)N1C(=O)C1CCC1)C(=O)c1ccccn1,6,3,0,-2,2,22,50[16.7 µM]
COc1cccc(CC(NC(C)=O)C(=O)NC2CCN(S(=O)(=O)c3ccc(NC(C)=O)cc3)CC2)c1 (stereo unspecified),-2,-13,.,-6,.,.,.
O=C(NCc1ccccn1)c1cc(S(=O)(=O)N2CCCCCC2)ccc1Cl,-5,19,1,3,1,-3,-3
CCCCNc1cc(Cl)nc(N)n1,-2,-7,2,-1,-1,11,-6
COc1ccccc1-c1sc2cc3c(cc2c1-c1ccc(OCCN2CCCCC2)cc1)OCO3,.,-1,-4,-2,0,-38,-2
Cc1noc(C)c1COC(=O)CCc1ccc(S(=O)(=O)N2CCCCC2)cc1,.,.,1,.,4,-6,-8
COc1ccc(C(=O)N2CCC(O)(c3ccc(F)cc3)CC2)cc1OC,.,8,-7,.,2,7,-1
Cc1ccccc1NC(=O)C1CCCN(S(=O)(=O)c2cccc3cccnc23)C1 (stereo unspecified),-1,3,-4,-2,2,2,2
CN(C)C(CNC(=O)NC1CCCCC1)c1cccnc1 (stereo unspecified),.,-5,14,.,15,107*,-3

# Copied from the list.
# `Cc1noc(C)c1COC(=O)CCc1ccc(S(=O)(=O)N2CCCCC2)cc1` | C2C12 statin = -6
# `CCCCNc1cc(Cl)nc(N)n1` | esBAF inh = 2
# `COc1ccc(C(=O)N2CCC(O)(c3ccc(F)cc3)CC2)cc1OC` | ARNT-TACC3 inh = 8

# Other structures
SMILES,SIRT5 inh,ARNT-TACC3 inh,esBAF inh,ERp5 inh,Cneo AK release,C2C12 statin,miR122 inh
CCN(C(=O)COC(=O)c1ccc(-n2c(C)ccc2C)cc1)c1c(N)n(Cc2ccccc2)c(=O)[nH]c1=O,1,.,-2,1,1,-3,.
COC(=O)[C@@H]1C[C@@]2(O)[C@@H](O)[C@@H](O)[C@@H](O)C[C@H]2N1Cc1ccc(C)s1,-7,-3,-11,-1,3,3,0
Cc1[nH]c2ccccc2c1/C=N/NC(=O)c1cccc(Br)c1,3,1,-3,0,-1,-62,13
Cc1ccccc1-n1c(-c2ccc(=O)[nH]n2)n[nH]c1=S,-1,4,-2,-12,2,7,-9
CCc1nn2cc(C(=O)c3cc(Cl)ccc3O)cnc2c1-c1ccc(F)cc1,-4,0,.,-3,.,.,.
C[C@H]1CN([C@@H](C)CO)C(=O)CCCn2cc(nn2)CO[C@@H]1CN(C)C(=O)C1CCCCC1,-3&6&-4,3&-4,0&3&0,-1&4&1,1&49&-9,-2&11&-3,-5
CCOC(=O)C1=C(C)N(CCCCCC(=O)O)C(=O)NC1c1ccccc1OS(=O)(=O)c1ccc(C)cc1 (stereo unspecified),-6,.,7,-4,1,-12,.
Cc1ccc(C(=O)/C=C/Nc2ccc3c(c2)OCO3)cc1,.,-18,-14,.,23,24,13
Cc1cc(C)c(CSc2ncnc3nc[nH]c23)c(C)c1,-2,-4,-5,-6,1,3,1
Cc1cc(C)n(-c2cc(Cl)cc(Cl)c2)c(=O)c1C#N,.,-1,0,.,.,?,0
O=C(NCCc1ccccc1)C1CCN(S(=O)(=O)c2cccnc2)CC1,-2,-1,-13,2,-2,-11,2
O=C(c1ccc([N+](=O)[O-])o1)N1CCCCCC1,-5,-1,-2,-3,1,5,.
COc1cccc(NC(=O)CN(C)C(=O)c2cc(Cl)nc3ccccc23)c1,.,.,-2,8,0,3,-2
COc1ccc(S(=O)(=O)n2nc(-n3c(C)ccc3C)c3c(F)cccc32)cc1OC,-3,5,-1,4,10,-1,3
COc1ccccc1CN1[C@H](CO)[C@H]2c3ccccc3N(C(=O)C3CCCCC3)C[C@H]21,2,0,-5,-3,5,31,14[16.7 µM]

# Seven compounds picked at random from the list so far:
SMILES,SIRT5 inh,ARNT-TACC3 inh,esBAF inh,ERp5 inh,Cneo AK release,C2C12 statin,miR122 inh
Cc1cc(C)n(-c2cc(Cl)cc(Cl)c2)c(=O)c1C#N,.,-1,0,.,.,?,0
O=C(c1ccc([N+](=O)[O-])o1)N1CCCCCC1,-5,-1,-2,-3,1,5,.
CCOC(=O)C1=C(C)N(CCCCCC(=O)O)C(=O)NC1c1ccccc1OS(=O)(=O)c1ccc(C)cc1 (stereo unspecified),-6,.,7,-4,1,-12,.
Cc1ccc(C(=O)/C=C/Nc2ccc3c(c2)OCO3)cc1,.,-18,-14,.,23,24,13
Cc1cc(C)c(CSc2ncnc3nc[nH]c23)c(C)c1,-2,-4,-5,-6,1,3,1
COc1ccccc1CN1[C@H](CO)[C@H]2c3ccccc3N(C(=O)C3CCCCC3)C[C@H]21,2,0,-5,-3,5,31,14[16.7 µM]
COc1ccc(S(=O)(=O)n2nc(-n3c(C)ccc3C)c3c(F)cccc32)cc1OC,-3,5,-1,4,10,-1,3

# New compounds follow.
SMILES,SIRT5 inh,ARNT-TACC3 inh,esBAF inh,ERp5 inh,Cneo AK release,C2C12 statin,miR122 inh
Cc1cc2nc(=O)c(/C=C3\C=Nc4ccccc43)c(N)n2o1,5,.,.,0,1,.,3
Cn1c(=O)n(C/C=C/c2ccccc2)c(=O)c2c1nc1n2CCCN1c1ccc(F)cc1,.,-1,7,.,-4,6,-18
CCNC(=O)CN(C1CCCCC1)S(=O)(=O)c1ccc(F)cc1,.,-2,-3,.,4,-2,-4
O=C(Nc1ccccc1)N[C@@H]1CC[C@@H](CCNC(=O)c2ccccc2F)O[C@@H]1CO,2,-3,2,8,1,2,.
CCc1nnc(NC(=O)CSc2nnc(-c3ccc(NS(=O)(=O)c4ccccc4)cc3)o2)s1,0,-2,-9,-1,1,108*,-1
Cc1ccc(S(=O)(=O)N2CCCCC2)cc1C(=O)N(CCc1ccccc1)Cc1ccccc1,-6,1,.,5,0,-34,9
Cc1ccc2c(c1)[C@H]1[C@H](CO2)[C@H](c2ccccc2)[C@]2(C)C(=O)Nc3ccc(Br)cc3C(=O)N12,.,2,-2,1,5,-9,.
CN(C)S(=O)(=O)c1cccc(NC(=O)CN2C(=O)NC(CCc3ccccc3)C2=O)c1 (stereo unspecified),2,-2,.,-1,.,.,.
C[C@@H]1CN([C@@H](C)CO)C(=O)Cc2cc(NC(=O)C3CC3)ccc2O[C@@H]1CN(C)S(=O)(=O)c1ccc(F)cc1,-5,-4,-1,-6,11,-11,3[16.7 µM]
CC(C)(C)c1nc2c(s1)CCc1onc(-c3ccc(Br)cc3)c1-2,0,10,4,1,6,3,-3
COc1ccccc1C(=O)NCCC(=O)Nc1cccc(C)n1,0,-2,14,1,-2,4,.
COCC(=O)n1nc(-c2ccc(Cl)cc2)nc1NCc1ccc(F)cc1,-4,11,23,-10,.,-10,-11
CC(Sc1nc2ccccc2s1)C(=O)NC1CCCc2ccccc21 (stereo unspecified),.,-8,.,.,-4,.,3
CCc1ccc(-c2cc(C(F)(F)F)n3nc(C(=O)Nc4c(C)nn(Cc5ccc(F)cc5)c4C)cc3n2)s1,-2,-14,-7,6,1,-20,-10
O=C(Nc1cccc(NC(=O)N2CCN(c3ccccc3)CC2)c1)N1CCN(c2ccccc2)CC1,.,-4,-17,.,1,.,2
C[C@@H]1CCCCO[C@H](CN(C)Cc2ccccc2)[C@@H](C)CN([C@@H](C)CO)C(=O)c2cc(NC(=O)c3ccncc3)ccc2O1,-5,6,-1,10,-2,.,-4[16.7 µM]
Cc1nc(N2CCN(C)CC2)c2c(C)c(C(=O)Nc3ccc(F)cc3)sc2n1,.,8,5,.,-1,.,-8
O=c1[nH]c(SCc2ccccc2Cl)nc2c1CCCC2,.,7,-6,.,3,-14,-1
Cn1c(=O)c2c(nc(Sc3ncccn3)n2Cc2ccc(Cl)cc2)n(C)c1=O,6,.,10,0,-1,22,.
CCCNC(=O)N(C)C[C@@H]1Oc2ncc(C#C[C@@H](C)O)cc2C(=O)N([C@H](C)CO)C[C@@H]1C,4,-7,-9,1,-8,.,-1[16.7 µM]
Cc1cc(=O)[nH]c(SCc2ccccc2)n1,-2,0,-6,4,1,-9,.
COc1ccccc1C(CNC(=O)c1ccc(NS(=O)(=O)c2ccc(F)c(C)c2)cc1)N(C)C (stereo unspecified),-2,3,-6,2,1,-9,1
COc1cccc(CN2C(=O)C(C)N(C(=O)c3c(F)cccc3F)c3ccccc32)c1 (stereo unspecified),-6,3,7,0,-2,-13,-7
COc1ccc(CCNC(=O)c2cc(-c3ccc(C)cc3O)n[nH]2)cc1OC,.,3,-1,.,2,21,8
Cc1cc(C)c2c(=O)[nH]c(SCC(=O)N3CCOCC3)nc2n1,-6,-33,.,-4,.,.,.
COc1ccc(C2=NOC3(CC(=O)N(c4ccc(F)cc4)C3=O)C2)c(OC)c1 (stereo unspecified),.,0,-7,.,0,8,3
COc1ccc(OC)c(NC(=O)CSc2nnc(CCCO)n2-c2ccccc2)c1,.,13,-5,.,-6,.,8
C[C@@H]1CN([C@H](C)CO)C(=O)c2cc(NC(=O)C3CC3)ccc2O[C@H]1CN(C)C(=O)Nc1ccccc1,-2,-19,3,-1,50,-3,0[16.7 µM]
COc1ccc(C(=O)NC2CCC(O)CC2)cc1S(=O)(=O)NCc1ccc(Cl)cc1 (stereo unspecified),5,28,-8,-5,0,-19,79
O=C(N[C@H]1CC[C@H](CCn2cc(C3(O)CCCC3)nn2)O[C@@H]1CO)C1CCC1,2,-2,-12,-7,0,9,.
CN(CC(=O)N1CCCCCC1)S(=O)(=O)c1cccc2cccnc12,.,-3,16,0,-1,19,5
O=[N+]([O-])c1ccccc1S(=O)(=O)Nc1nc2ccccc2s1,-1,0,2,6,1,17,2
Cc1cccc(NC(=O)Nc2ccc3c(c2)C(=O)N(C)[C@H]2CC[C@@H](CC(=O)NCc4ccccc4Cl)O[C@H]2CO3)c1,.,.,15,.,.,-21,-37[16.7 µM]
CCCSC1=C(C#N)C(c2ccccc2C)CC(=O)N1 (stereo unspecified),.,5,4,.,5,134*,-1
O=C(NC(=S)Nc1ccccc1)c1cccs1,1,-1,78*,-2,19,-8,10
Fc1ccc(C2c3cccn3CCN2C(=S)Nc2cccc(F)c2)cc1 (stereo unspecified),0,-1,-1,-2,0,1,0
COc1ccc(C(=O)Nc2cc3c(cc2C(=O)O)OCCCO3)c(OC)c1,-1,-5,-7,7,-1,3,-1
CCN(c1cccc(C)c1)S(=O)(=O)c1ccc(-c2cc(C)no2)s1,-2,-14,-13,.,14,-98,73
CCNC(=O)C[C@@H]1CC[C@@H](NC(=O)C2CCC2)[C@H](CO)O1,-4,5,-5,-4,-2,1,.
CCCN(CCC)CCCNS(=O)(=O)c1cc(Br)cc2c1N(C(C)=O)CC2,0,-3,-1,-9,-3,52,4
Cc1ccc(S(=O)(=O)NCc2cn3ccsc3n2)c(C)c1,.,-5,-3,.,.,-6,2
Cc1ccc(C(=O)CSc2nnc(-c3cccnc3)n2N)cc1,.,28,9,.,-1,-7,17
CN(Cc1ccccc1)C(=O)COC(=O)c1ccc(=O)n(Cc2ccccc2)n1,-3,-6,-4,1,0,4,-3
CC(C)(C)C(=O)N1CCN(c2ccc(NC(=O)c3ccc4c(c3)OCCO4)cc2)CC1,-1,-5,5,7,-3,-4,-7
CC(C)/C=C/C(=O)N1CCCC(N2CCN(c3ccccc3F)CC2)C1 (stereo unspecified),5,-7,0,4,-1,-7,-2

# Source: PubChem
